HTT aggregate – mutant huntingtin aggregation inhibition; Potency, µM (doses to about 46.1 µM), inactives show at the top dose activity change, negative = inhibition, hits mostly inhibitors; PC12 HttQ103-GFP aggregates, Acumen cytometry, 40 h; 220,000 compounds, 1.1% hits; AID 1688; further: on the % scale 0 is the no-effect control and ±100 the full control effect; nearly all actives have a fitted effect of over 60% in size
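Read-out: GFP aggregate count by laser scanning cytometer (488 nm excitation, 500-530 nm emission, 1–25 µm objects >6 SD above background). Cells: PC12, inducible HTTex1-Q103-GFP, 100 nM tebufenozide; compounds titrated.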
aGlu spleen mod – inhibits or activates alpha-glucosidase in human spleen homogenate. human spleen homogenate, 4-MU-alpha-glucoside fluorescence. Potency, µM (top dose mostly 79.9 µM), for the others: top-dose activity change, negative = inhibition, usual class: inhibitors. 240,000 compounds, 0.006% hits. AID 2112;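 further: 0% = enzyme with vehicle and -100% = no enzyme basal signal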
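Enzyme source: human spleen homogenate, 1 ug/well. Buffer 50 mM citric acid/K phosphate pH 5.0, 0.01% Tween-20. 4-MU-alpha-glucoside 1 mM; 37 C x 40 min; NaOH/glycine stop; fluorescence.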
HTT ATP protect – Huntington cell model cytoprotection by ATP luminescence. 230,000 compounds, 0.14% hits. PC12 HTT-Q103 induced, cytoprotection, ATP luminescence, 40 h. Potency, µM (highest dose often 56.4 µM), for inactives: cytoprotection (ATP increase), usual class: activators;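 further: % of control where 0% means no effect; nearly all actives have a fitted effect of over 45% in size; toxic huntingtin expression switched on by the ecdysone agonist tebufenozide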
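ATP quantification (ATPlite) reports survival of PC12 cells in which tebufenozide, 100 nM final, switches on Htt exon 1 with 103 glutamines linked to GFP; compounds are titrated.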
GAA inhib – inhibitors of human lysosomal alpha-glucosidase; Potency, µM (highest dose often 76.9 µM), for inactives: at the highest dose activity change, negative = inhibition, hits mostly inhibitors; AID 1466; purified human GAA, 4-MU-alpha-glucoside fluorescence; P10253; 200,000 compounds, 0.005% hits;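 further: plate controls were uninhibited enzyme wells for no effect and no-enzyme background for full effect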
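AC50 values come from Hill fits of compound titrations (up to 77 uM) against 4 nM human enzyme. Substrate 4-methylumbelliferyl-alpha-D-pyranoside at 400 uM, pH 5.0 citrate buffer, 20 min room temperature; fluorescence Ex 365/Em 440 after alkaline stop.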
IMPase Li cell – cell-permeable IMPase inhibitors with lithium potentiation; CHO-M1 cells, IP1 TR-FRET (IP-One), carbachol + lithium; Potency, µM (series often up to 59.4 µM), without a hit: at the highest dose activity, negative = IMPase inhibition, most hits filed as inhibitors; 210,000 compounds, 0.35% hits; AID 1457;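 further: IP1 builds up when IMPase is blocked and the TR-FRET signal falls; plate controls were basal vehicle for no effect and high inhibitor control for full effect; nearly all actives have a fitted effect of over 50% in size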
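IP1 accumulation measured by competitive TR-FRET in lysed CHO-M1 cells after 30 min compound exposure at 37C, with a small lithium addition to potentiate weak responses. Hill-equation AC50 from ratio and donor-channel data.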
GAA glycogen mod – inhibitors or activators of human alpha-glucosidase glycogen cleavage; P10253; recombinant GAA, glycogen substrate, Amplex Red glucose oxidase fluorescence; Potency, µM (titrated, usually from 76.4 µM), for inactives: at the highest dose activity change, negative = inhibition, hits mostly inhibitors; 300,000 compounds, 0.38% hits;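 further: 0% = full enzyme reaction and -100% = no-enzyme basal signal; the screen sought inhibitors and activators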
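Recombinant enzyme (4 nM final) with compounds titrated up to 77 uM and bovine liver glycogen (30 ug) in citrate pH 5.0, 0.01% Tween-20, 37 C 40 min. Released glucose detected by Amplex Red/glucose oxidase (Ex 573/Em 610); AC50 from Hill fits.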
RGS12 GoLoco inh – blocks human Gai1 binding to RGS12 GoLoco peptide, red readout; Potency, µM (series often up to 61.6 µM), inactives show at the top dose activity, negative = inhibition, hits mostly inhibitors; 230,000 compounds, 0.44% hits; Gai1:RGS12 GoLoco peptide FP, rhodamine, 10 min; active means well fitted inhibition curve with a large enough effect, not every such curve was filed as active; inactive means no such curve, though single readings can be large or run the other way; further: on the % scale 0 is the no-effect control and ±100 the full control effect; nearly all actives have a fitted effect of over 30% in size; many of its hits are not listed in these tables
Target sequence (P63096 whole entry, looked up): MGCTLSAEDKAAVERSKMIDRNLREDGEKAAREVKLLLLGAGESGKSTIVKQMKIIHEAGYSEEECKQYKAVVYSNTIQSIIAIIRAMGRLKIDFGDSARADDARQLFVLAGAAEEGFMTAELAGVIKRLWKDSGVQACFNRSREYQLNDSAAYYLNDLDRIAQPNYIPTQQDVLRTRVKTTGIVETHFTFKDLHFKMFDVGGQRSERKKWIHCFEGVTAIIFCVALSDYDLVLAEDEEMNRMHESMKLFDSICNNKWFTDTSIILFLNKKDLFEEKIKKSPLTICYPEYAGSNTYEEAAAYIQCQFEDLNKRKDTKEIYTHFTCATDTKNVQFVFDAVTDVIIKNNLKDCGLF
* hit, by the source's call; u = inconclusive; x = not tested or not shown; & = joins results of further samples; [ ] = another dose, or the depositor's remark. Unless noted, the call rests on the fitted dose curve; in most records, active means well fitted curve in the direction sought with a large enough effect; inconclusive means small, poorly fitted or top-dose-only effect, or another doubt; inactive means no such curve, though single readings can be large; an effect the other way counts as inactive or inconclusive. Potency means the concentration at half of the fitted maximal effect. Not all compounds are listed; count on the stated rates, not on these rows.

canonical_smiles,HTT aggregate,GAA inhib,HTT ATP protect,RGS12 GoLoco inh,GAA glycogen mod,IMPase Li cell,aGlu spleen mod
Cc1ccc(N2CCN(C3=NC(=O)/C(=C\c4cccs4)S3)CC2)cc1,-32.7%,-4.6%,-0.2%[10 µM],39.3%[activator],-8.4%,14.5%,-6.0%
O=C(CSC(=S)N1CCOCC1)N1N=CCC1c1ccccc1 (stereo not drawn),u,u,24.2%,4.0%,-0.7%,20.3%[38.3 µM],-5.0%
CC(C)CN(CC(C)C)CC(O)CN(c1ccccc1)S(=O)(=O)c1ccccc1[N+](=O)[O-] (stereo not drawn),-1.2%[9.22 µM],x,5.2%[10 µM],7.6%,-4.1%,x,-6.4%
O=C(COC(=O)/C=C/c1cccc(F)c1)Nc1ccccc1-c1ccccc1,-5.6%,6.0%,-3.7%[10 µM],-8.3%,-1.7%,-4.0%,6.9%
Cc1c(N=C/C=C2/N(C)c3ccccc3C2(C)C)c(=O)n(-c2ccccc2)n1C,-20.1%,-6.1%,4.0%[1.9 µM],49.9%[activator],u,23.5%,-2.8%
CC(C)C[C@H](NC(=O)[C@@H]1O[C@H]1C(=O)O)C(=O)NCCCCN=C(N)N,9.8%,0.1%[15.4 µM],13.5%[1.9 µM],-5.5%,9.5%,1.4%,0.6%
Cc1cccc(N2CCN(C(=O)/C=C/c3ccco3)CC2)c1C,u,-4.7%,15.0%[10 µM],-4.9%,7.2%,8.6%,-4.4%
O=C(Nc1nc(-c2cccc3ccccc23)cs1)c1ccc2c(c1)S(=O)(=O)c1ccccc1C2=O,3.9%,-1.6%,-57.2%[inhibitor],9.0%,25.8%,-0.2%,2.9%
C=C(C)[C@@H]1CC=C(CN2CCC(CCOC)(C(=O)OCC)CC2)CC1,4.0%[9.22 µM],3.3%,-8.3%[10 µM],-4.4%,27.5%,-0.5%,-3.5%
CN(C(=O)COc1ccc(Cl)cc1Cl)c1nnc(C23CC4CC(CC(C4)C2)C3)s1,1.5%,0.1%,x,-11.5%,1.0%,-5.4%,-2.4%
O=C(Nc1ccc(N2CCOCC2)nc1)c1ccc(Cl)cc1,u,-9.1%,u,4.8%,1.7%,37.9%[activator][38.3 µM],-4.4%
C=CCOc1c(Cl)cc(CNc2nccs2)cc1OC,-14.9%,3.3%,-28.5%,-10.6%,5.8%,4.7%,-1.3%
Nc1ccc(S(=O)(=O)Nc2nccs2)cc1,-10.7%,x,-82.6%[inhibitor],0.8%,x,-1.2%&-8.7%&-0.1%,2.4%
CC(C)(C)OC(=O)N1CCC[C@H]1C(=O)N/N=C/c1cccc2nccnc12,0.9%[9.22 µM],0.2%[15.4 µM],15.2%[10 µM],3.9%,8.1%,x,-0.4%
Cc1ccc(-n2c(Cc3ccccc3)nnc2SCC(=O)NNC(=O)Cc2ccccc2)cc1,13.6%,-6.1%,13.3%,0.1%,3.0%,-5.8%[38.3 µM],-7.3%
CC1(C)CC(=O)C(C=NCC(O)c2ccccc2)=C(O)C1 (stereo not drawn),u,u,10.2%,8.5%,-1.9%,32.1%[38.3 µM],-0.9%
O=C(CN1C(=O)C2CCCCC2C1=O)N1CCN(c2ccc(F)cc2)CC1 (stereo not drawn),-12.1%[9.22 µM],0.5%,4.3%[10 µM],-3.6%,15.3%,1.7%,2.0%
O=C(CSc1nnc(Cc2ccccc2)o1)NCCc1ccccc1,-8.7%,-2.2%,1.6%,1.7%,5.8%,-14.3%[38.3 µM],0.0%
O=C(O)CC(SCC(=O)Nc1ccc(S(=O)(=O)N2CCCC2)cc1)C(=O)O (stereo not drawn),17.3%,-11.1%,13.3%,-3.3%,-8.4%,1.0%,-5.4%
Cc1ccc(-n2c(=O)c3sccc3n(Cc3cc(=O)n4ccccc4n3)c2=O)cc1F,-6.2%,-8.4%,18.0%[10 µM],12.2%,10.9%,-2.2%,6.3%

(cont.)
canonical_smiles,HTT aggregate,GAA inhib,HTT ATP protect,RGS12 GoLoco inh,GAA glycogen mod,IMPase Li cell,aGlu spleen mod
Cc1cnc(CNc2cc(-c3ccccc3CN(C)C)ncn2)cn1,x,x,-56.3%[inhibitor],-1.1%,x,6.8%,10.7%
CC(C)c1ccc(N2CC(C(=O)Nc3nccs3)CC2=O)cc1 (stereo not drawn),16.0%,-2.5%,11.6%[1.9 µM],2.2%,-1.1%,6.5%[38.3 µM],-2.7%
Cn1c(SCC(=O)NCc2cccs2)nnc1-c1cccs1,6.4%,5.9%,10.5%[0.074 µM],1.1%,-0.2%,-8.8%[38.3 µM],1.0%
CCOC(=O)C1(CC2CCCCO2)CCN(C(=O)Nc2ccc3c(c2)OCO3)CC1 (stereo not drawn),-24.6%[9.22 µM],x,-1.0%[10 µM],6.5%,6.1%,4.3%,1.3%
O=C(COC(=O)c1ccccc1Br)Nc1cc(S(=O)(=O)N2CCOCC2)ccc1N1CCCC1,26.6%,-7.3%,-5.1%,5.9%,-3.9%,9.5%,-3.5%
CCOC(=O)c1c(NC(=O)COC(=O)c2nc(Cl)ccc2Cl)sc2c1CCC2,0.9%,-5.3%,-22.1%[10 µM],25.9%,-2.2%,15.8%,2.1%
Cc1ccc(-c2ccc(CCC(=O)O)n2NC(=O)c2ccc([N+](=O)[O-])cc2)cc1,-21.5%[9.22 µM],x,-11.8%[10 µM],-1.4%,-11.1%,-5.3%,0.3%
O=C(NC1CCCCC1)C(c1ccc2ncccc2c1)N(Cc1ccc2c(c1)OCO2)C(=O)c1cccs1 (stereo not drawn),17.1%,4.4%,-42.9%[inhibitor],3.5%,-1.0%,4.8%[38.3 µM],-17.4%
O=C(CCN1C(=O)c2cccc3cccc(c23)C1=O)N1CCN(c2ccccc2F)CC1,16.1%,7.6%,-32.4%,5.6%,18.3%,u,-1.7%
COc1ccc(N(CC(=O)N2CCN(c3ccc(Cl)cc3)CC2)S(=O)(=O)c2c(C)n[nH]c2C)cc1,-19.5%,-10.3%,-39.1%[inhibitor],7.3%,-7.0%,7.4%,-7.3%
O=C(O)/C=C/C(=O)Nc1ccc(Oc2ncnc3cc(Cl)ccc23)nc1,-32.1%[9.22 µM],x,-11.4%[10 µM],-18.1%,4.0%,x,7.0%
CN(C)C(=O)C12CCC(C)(c3nc4ccccc4nc31)C2(C)C (stereo not drawn),-0.5%,3.9%[15.4 µM],4.6%[1.9 µM],-4.2%,-2.2%,18.7%[38.3 µM],-8.2%
O=C(NCCCn1ccnc1)c1cc(C(=O)C2CCCCC2)c[nH]1,-20.5%,7.0%,7.2%[10 µM],2.4%,2.1%,-0.5%,-6.4%
CCCc1c(NC(=O)Nc2ccc(Cl)cc2Cl)cnn1-c1ccccc1,5.7%[9.22 µM],2.1%,21.5%[10 µM],-3.0%,7.2%,x,-5.1%
Cc1ccc(S(=O)(=O)Cc2nc3ccccc3c(=O)[nH]2)cc1,3.0%,-7.1%,-17.7%,1.0%,3.8%,2.8%[38.3 µM],-0.6%
O=C(Cc1ccccc1)N/N=C/c1ccccc1F,11.8%,-1.1%,11.1%[10 µM],1.2%,7.7%,7.7%,1.5%
CC(C)(C)C(=O)NC(=S)Nc1sc2c(c1C#N)CCCCC2,u,-16.8%,-3.5%[10 µM],-0.4%,-17.7%,-14.5%,4.1%
O=C(NNC(=O)c1ccccc1[N+](=O)[O-])Nc1ccc(Cl)cc1,16.0%,8.3%,-4.4%,11.0%,1.8%,5.7%,-1.9%
CC(=O)OC(Cn1nc(C)cc1C)c1ccccc1 (stereo not drawn),-16.7%,5.0%,0.4%[0.074 µM],7.0%,0.7%,16.9%[38.3 µM],-5.5%
Cc1ccc(NC(=S)NC(NC(=O)c2ccccc2)C(Cl)(Cl)Cl)c(C)c1 (stereo not drawn),-22.1%,-12.8%,22.5%[10 µM],15.5%,0.7%,18.0%,-3.4%

Continued (2 carried over from the part before).
canonical_smiles,HTT aggregate,GAA inhib,HTT ATP protect,RGS12 GoLoco inh,GAA glycogen mod,IMPase Li cell,aGlu spleen mod
CC(=O)OC(Cn1nc(C)cc1C)c1ccccc1 (stereo not drawn),-16.7%,5.0%,0.4%[0.074 µM],7.0%,0.7%,16.9%[38.3 µM],-5.5%
Cc1ccc(NC(=S)NC(NC(=O)c2ccccc2)C(Cl)(Cl)Cl)c(C)c1 (stereo not drawn),-22.1%,-12.8%,22.5%[10 µM],15.5%,0.7%,18.0%,-3.4%
CCCCNC(=O)C1c2cc(OC)c(OC)cc2C(=O)N(C)C1c1ccc(OC)cc1 (stereo not drawn),-17.3%,-3.7%,-13.1%,6.6%,0.9%,8.8%[38.3 µM],-4.8%
COc1cc(OC)c2c(=O)c(O)c(-c3ccc(OC)c(OC)c3)oc2c1,x,x,x,5.4%,x,-15.9%,-7.8%
Cc1ccc(-c2csc3ncnc(-n4cnc5ccccc54)c23)cc1,u,u,-13.7%[10 µM],x,1.2%,x,0.8%
CCC1C(=O)N=C(SCC(=O)Nc2ccc(Br)cn2)NC1=O (stereo not drawn),23.0%,8.3%,-9.6%,13.9%,15.0%,-2.3%,-17.6%
CN(CC(=O)O/N=C(\N)c1ccccn1)S(=O)(=O)c1ccc(Br)cc1,-23.3%,-8.5%,-2.9%[10 µM],4.8%,1.6%,26.3%[38.3 µM],-2.0%
CC(CCc1ccccc1)NC(=O)CCNC(=O)Cn1ccc2ccccc2c1=O (stereo not drawn),16.6%,4.8%,16.3%,6.2%,-0.5%,1.8%,-25.8%
CCc1nc2ccccc2c(C(=O)OCC(=O)Nc2cccc(S(=O)(=O)NC3=NCCCCC3)c2)c1C,-3.8%[9.22 µM],x,44.0%[10 µM],-0.1%,-2.7%,x,1.2%
c1ccc(-c2ccc(-c3cn4c(n3)CCC4)cc2)cc1,u,-5.7%,-56.0%[inhibitor][10 µM],38.1%[activator],7.2%,1.8%[38.3 µM],-4.4%
S=C1NC=NC2N=CNC12 (stereo not drawn),-20.6%,x,-76.4%[inhibitor],-29.1%,x,11.9%,-7.8%
Cc1cc(C)n(-c2ccc(Cl)c(C(=O)OCC(N)=O)n2)n1,0.1%,-3.0%,-1.9%,4.3%,-1.6%,-0.4%[38.3 µM],-5.5%

Assay outcomes deposited in PubChem by National Center for Advancing Translational Sciences (NCATS).
